Assay outcomes as filed in PubChem BioAssay.
A-T KAP1 phos – qHTS Assay for Identifying a Potential Treatment of Ataxia-Telangiectasia; […] A-T fibroblasts, KAP-1 phosphorylation AlphaLISA; neocarzinostatin DNA damage 30 min before lysis; Potency, µM (doses to about 57.5 µM), inactives show at the highest dose activation, most hits filed as activators; 0.19% of 320,000 active; also: potency is read from the fitted curve at half-maximal effect; % of control where 0% means no effect; nearly all actives have a fitted effect of over 45% in size
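hTERT-immortalized A-T patient fibroblasts ([…]), 500 cells/well in OPTI-MEM, 1% FBS, got compounds for 60 min, then NCS for 30 min at 37C. Lysates were then assayed for phospho-KAP-1 by AlphaLISA (anti-pKAP1 donor, anti-KAP1 acceptor beads), 6 hr at 25C.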
ELG1 DNA repair – qHTS screen for small molecules that inhibit ELG1-dependent DNA repair in human embryonic kidney (HEK293T) cells expressing luciferase-tagged ELG1; HEK293T ELG1-luciferase reporter, luminescence, 16 h; DNA damage induced by 5-fluorouridine; 2.3% of 330,000 active; Potency, µM (titrated, usually from 46.1 µM), for inactives: at the highest dose activity change, negative = inhibition, hits mostly inhibitors; also: potency is read from the fitted curve at half-maximal effect; % is scaled to controls: 0 for no effect and ±100 for the full control effect; nearly all actives have a fitted effect of over 55% in size
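Luminescence from the luciferase reporter, measured 30 min after ONE-Glo reagent at room temperature, was the read-out. Beforehand, 2,000 cells per well were exposed for 16 hr at 37 °C to 5-fluorouridine together with compound or vehicle.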
Mito fusion act – qHTS Assay for Small Molecule Inhibitors of Mitochondrial Division or Activators of Mitochondrial Fusion | AID 485298, 2010 | Potency, µM (titrated, usually from 46.1 µM), for inactives: at the top dose growth rescue (activation), usual class: activators | 0.23% of 320,000 active | S. cerevisiae fusion-defective mutant growth rescue, CellTiterGlo 48 h;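 also: potency is read from the fitted curve at half-maximal effect; % of control where 0% means no effect; nearly all actives have a fitted effect of over 45% in size; temperature-sensitive fusion mutants such as fzo1-1 at 37 °C on non-fermentable ethanol glycerol medium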
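S. cerevisiae fusion-defective temperature-sensitive mutants (e.g. fzo1-1, mgm1-5) grown 48 h at 37C in YPEG (ethanol/glycerol non-fermentable) medium with 23 nl compound per well; growth rescue read as CellTiterGlo luminescence.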
TSHR antagonist – Antagonists of the Thyroid Stimulating Hormone Receptor: HTS campaign | Thyrotropin receptor (Homo sapiens), P16473 | TSHR-expressing cells, TSH-stimulated cAMP HTRF, 2 h; active compounds read low | activity change, negative = inhibition, % at 11.5 µM | 0.2% of 330,000 active;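 active = activity change below a set negative limit, meaning inhibition stronger than a set level, cut at about -70% in these data; inconclusive = activity change between two set negative limits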; also: % is scaled to controls: 0 for no effect and ±100 for the full control effect
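Antagonism was scored as loss of TSH-driven cAMP in TSHR cells, stimulated with 4nM TSH (EC80) for 2 hours at 37 deg C and detected by homogeneous HTRF competition immunoassay.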
TCR activator – Activators of T cell receptors: qHTS campaign; primary human leukocytes, anti-CD3, IL-2 HTRF, 48 h; Potency, µM (highest dose often 9.22 µM), for the others: top-dose activation of IL-2 secretion, hits mostly activators; 330,000 tested, under 10 active; AID 504894, 2011; also: % of control where 0% means no effect
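Human primary leukocytes + a-CD3 beads + cpd, 48 hr; IL-2 in supernatant by HTRF (ex 320nm / em 665nm). No co-stimulatory signal supplied.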
BCR signal inh – qHTS Assay to Find Inhibitors of Chronic Active B-Cell Receptor Signaling; ABC-DLBCL IkBa-CBG/CBR reporter, luminescence ratio, 4 h; Potency, µM (series often up to 46.1 µM), inactives show at the top dose ratio change, negative = lower green/red ratio, actives largely listed as inhibitors; 0.05% of 340,000 active; active = well fitted inhibition curve with a large enough effect in the signal ratio, with a control signal flat, not every such curve was filed as active; inconclusive = small, poorly fitted or top-dose-only effect, or effect the other way, or a change in a side signal; the % refers to the signal ratio;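 also: potency is read from the fitted curve at half-maximal effect; plate controls were basal doxycycline-induced cells for no effect and cells given 10 µM MG132 for full effect; MG132 reads +100%, hits lower the ratio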
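TMD8 human ABC-DLBCL cells with doxycycline-inducible IκBα–green luciferase fusion and unfused red luciferase, in 0.5% FBS medium; compounds up to 46 uM, 4 h at 37C. Green/red luminescence ratio, filter-overlap corrected, fitted to concentration-response curves.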
S-ASM inh – Inhibitors of Secretory Acid Sphingomyelinase (S-ASM): qHTS; Sphingomyelin phosphodiesterase (Homo sapiens), P17405; placental ASM, HMU-PC fluorogenic substrate, 60 min; Potency, µM (top dose mostly 57.5 µM), inactives show at the top dose activity change, negative = inhibition, hits mostly inhibitors; 0.006% of 340,000 active; AID 504937, 2011; also: potency is read from the fitted curve at half-maximal effect
Target sequence (P17405 47-631 limits assumed): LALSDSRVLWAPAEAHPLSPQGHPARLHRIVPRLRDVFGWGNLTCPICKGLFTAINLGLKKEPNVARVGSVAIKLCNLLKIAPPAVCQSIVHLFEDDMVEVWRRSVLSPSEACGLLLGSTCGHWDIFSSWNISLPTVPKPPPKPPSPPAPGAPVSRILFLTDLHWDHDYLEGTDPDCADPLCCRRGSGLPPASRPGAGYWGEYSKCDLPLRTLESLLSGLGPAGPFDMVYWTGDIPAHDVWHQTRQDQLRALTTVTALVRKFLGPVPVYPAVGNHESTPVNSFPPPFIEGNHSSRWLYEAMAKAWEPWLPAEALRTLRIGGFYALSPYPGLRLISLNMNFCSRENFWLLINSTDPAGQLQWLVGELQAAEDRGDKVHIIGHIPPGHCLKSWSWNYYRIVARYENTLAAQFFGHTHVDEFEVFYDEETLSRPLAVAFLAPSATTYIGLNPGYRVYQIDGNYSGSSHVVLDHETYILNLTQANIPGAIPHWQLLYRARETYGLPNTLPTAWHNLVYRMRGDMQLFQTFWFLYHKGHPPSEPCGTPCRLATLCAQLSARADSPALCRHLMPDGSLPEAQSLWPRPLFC
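Fluorescence read-out (Ex 386 nm, Em 447 nm) after stopping the reaction at pH 10. Enzyme: ASM from human placenta; substrate HMU-PC0, 9 uM final; 60 min, 37 °C. Compound preincubation 10 min, ambient temperature.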
Tb PFK block – qHTS Assay to Find Inhibitors of T. brucei phosphofructokinase. ATP-dependent 6-phosphofructokinase (Trypanosoma brucei brucei), O15648. T. brucei PFK, ADP-Glo luminescence. Potency, µM (top dose mostly 57.5 µM), for inactives: top-dose activity, negative = inhibition, actives largely listed as inhibitors. 0.17% of 330,000 active;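 also: potency is read from the fitted curve at half-maximal effect; 0% = uninhibited 1x PFK enzyme wells and -100% = no-enzyme wells; nearly all actives have a fitted effect of over 60% in size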
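ADP-Glo luminescence quantified ADP after 45 min at room temperature, with 1.25 nM T. brucei PFK, 0.1 mM ATP and 0.5 mM fructose-6-phosphate in pH 8.0 TEA buffer. qHTS titrations up to 57 µM; curves classified by quality.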
PTAP TSG101 blk – qHTS Assay for Iinhibitors of HIV-1 Budding by Blocking the Interaction of PTAP/TSG101. Tumor susceptibility gene 101 protein (Homo sapiens), Q99816. Fluorescence polarization, FITC-PTAP peptide / Tsg101 binding. Potency, µM (highest dose often 115 µM), for inactives: at the highest dose activity change, negative = inhibition, most hits filed as inhibitors. 340,000 tested, under 10 active. AID 493005, 2010; active = well fitted inhibition curve with a large enough effect in the main read-out, with a control signal flat, not every such curve was filed as active; inconclusive = small, poorly fitted or top-dose-only effect, or effect the other way, or a change in a side signal; inactive = no such curve, though single readings can be large or run the other way; also: potency is read from the fitted curve at half-maximal effect; % of control where 0% means no effect
Target sequence (Q99816 whole entry, looked up): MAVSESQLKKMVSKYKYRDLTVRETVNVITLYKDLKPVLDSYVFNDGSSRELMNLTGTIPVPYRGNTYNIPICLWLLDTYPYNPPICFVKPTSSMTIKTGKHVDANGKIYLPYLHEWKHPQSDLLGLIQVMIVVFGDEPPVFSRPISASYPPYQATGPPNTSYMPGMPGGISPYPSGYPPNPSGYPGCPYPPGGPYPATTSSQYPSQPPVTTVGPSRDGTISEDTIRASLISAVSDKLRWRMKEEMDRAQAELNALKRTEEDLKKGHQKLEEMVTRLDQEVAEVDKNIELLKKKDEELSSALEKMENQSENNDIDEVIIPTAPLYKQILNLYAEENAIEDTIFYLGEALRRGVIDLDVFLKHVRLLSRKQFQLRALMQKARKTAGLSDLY
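Fluorescence polarization binding of Tsg101 binding domain (10 uM final) to FITC-labeled PTAP peptide (50 nM final) in HEPES pH 7.5 buffer with NaCl, Tween 20, EDTA, TCEP. Compounds added before peptide; binding 20 min at RT.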
Integrin act MD – qHTS for Activators of Integrin-Mediated Alleviation for Muscular Dystrophy; alpha7betagal myoblasts, beta-gal FDG fluorescence, 48 h; Potency, µM (titrated, usually from 38.3 µM), inactives show top-dose activation, usual class: activators; 0.064% of 350,000 active;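 also: potency is read from the fitted curve at half-maximal effect; 100% = response of the positive control SU9516; nearly all actives have a fitted effect of over 60% in size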
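Alpha7betagal+/- myoblasts (passage 13) were plated 16-24 hr, then exposed to compounds (1:260 dilution of DMSO stock) for 48 hours at 37C. After MPER lysis, β-galactosidase reporter activity was read as FDG fluorescence (ex 480/em 540) after 30 minutes.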
Eya2 inh – qHTS Assay for Inhibitors of the Phosphatase Activity of Eya2; Protein phosphatase EYA2 (Homo sapiens), O00167; recombinant Eya2, OMFP fluorescence dephosphorylation (OMFP is methylfluorescein phosphate); Potency, µM (doses to about 76.9 µM), inactives show at the top dose activity, negative = inhibition, most hits filed as inhibitors; 0.006% of 330,000 active; AID 488837, 2010; also: potency is read from the fitted curve at half-maximal effect; % is scaled to controls: 0 for no effect and ±100 for the full control effect
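Eya2 (0.2 uM) preincubated 10 min at ambient with compound, then OMFP substrate added at 50 uM; 10 min reaction in 50 mM HEPES pH 7.5, 50 mM NaCl, 5 uM MgCl2, 0.05% BSA, 1 mM DTT. Fluorescence read at Ex 485/Em 525 nm.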
The depositor's hits bear a star; [ ] = remark or other dose. Unless noted, calls follow the shape of the dose curve; as a rule, active = well fitted curve in the direction sought with a large enough effect; inconclusive = small, poorly fitted or top-dose-only effect, or another doubt; inactive = no such curve, though single readings can be large; an effect the other way counts as inactive or inconclusive.

What do the screens show for `N#C/C(=C\c1ccccc1)C(=O)NC1CC1`?
A-T KAP1 phos: 4%; ELG1 DNA repair: 4%; Mito fusion act: 10%; TSHR antagonist: 0; TCR activator: -2%; BCR signal inh: 0%; S-ASM inh: -3%; Tb PFK block: 2%; PTAP TSG101 blk: -2%; Integrin act MD: 2%; Eya2 inh: -26%

How did Cc1cc(C(=O)COC(=O)C2=COCCO2)c(C)n1-c1cccc(F)c1 do in these assays?
A-T KAP1 phos: -6%; ELG1 DNA repair: inconclusive; Mito fusion act: 4%; TSHR antagonist: -7; TCR activator: 3%; BCR signal inh: -3%; S-ASM inh: -1%; Tb PFK block: -1%; PTAP TSG101 blk: -2%; Integrin act MD: -32%; Eya2 inh: -31%

Results for CC(=O)NCCNC(=O)c1ccc2c(c1)S(=O)(=O)c1ccccc1C2=O ?
A-T KAP1 phos: -7%; ELG1 DNA repair: -10%; Mito fusion act: 19%; TSHR antagonist: 6; TCR activator: 3%; BCR signal inh: 0%; S-ASM inh: 2%; Tb PFK block: 1%; PTAP TSG101 blk: -7%; Integrin act MD: 7%; Eya2 inh: 1%

What do the screens show for `COc1ccccc1N1CCN(C(=O)CN(c2ccc(C)c(C)c2)S(C)(=O)=O)CC1`?
A-T KAP1 phos: -4%; ELG1 DNA repair: -4%; Mito fusion act: 4%; TSHR antagonist: -4; TCR activator: 1%; BCR signal inh: inconclusive; S-ASM inh: -1%; Tb PFK block: 4%; PTAP TSG101 blk: -9%; Integrin act MD: 19%; Eya2 inh: -41%

What do the screens show for `NS(=O)(=O)c1ccc2nc(NC(=O)CS(=O)(=O)c3ccccc3)sc2c1`?
A-T KAP1 phos: 0%; ELG1 DNA repair: 9%; Mito fusion act: -7%; TSHR antagonist: 6; TCR activator: -2%; BCR signal inh: -2%; S-ASM inh: -8%; Tb PFK block: 3%; PTAP TSG101 blk: -16%; Integrin act MD: inconclusive; Eya2 inh: -14%

Results for O=C(COC(=O)C12CC3CC(CC(O)(C3)C1)C2)Nc1ccc(Br)cc1F ?
A-T KAP1 phos: 2%; ELG1 DNA repair: inconclusive; Mito fusion act: -4%; TSHR antagonist: 20; TCR activator: 0%; BCR signal inh: -4%; S-ASM inh: 0%; Tb PFK block: 1%; PTAP TSG101 blk: -4%; Integrin act MD: 12%; Eya2 inh: -9%

How did COc1cccc(NC(=O)CN(C)C(=O)c2ccc(Cl)c(S(=O)(=O)N3CCCCCC3)c2)c1 do in these assays?
A-T KAP1 phos: 22%; ELG1 DNA repair: inconclusive; Mito fusion act: 27%; TSHR antagonist: 0; TCR activator: -1%; BCR signal inh: 4%; S-ASM inh: 0%; Tb PFK block: -2%; PTAP TSG101 blk: -10%; Integrin act MD: 10%; Eya2 inh: 1%

What do the screens show for `O=C(COc1ccccc1Br)NC1CC1`?
A-T KAP1 phos: 14%; ELG1 DNA repair: inconclusive; Mito fusion act: 1%; TSHR antagonist: -11; TCR activator: -1%; BCR signal inh: 1%; S-ASM inh: 5%; Tb PFK block: -1%; PTAP TSG101 blk: 1%; Integrin act MD: 27%; Eya2 inh: -19%

How did CC1(c2ccc3noc(-c4cccc(F)c4)c3c2)OCCO1 do in these assays?
A-T KAP1 phos: 0%; ELG1 DNA repair: inconclusive; Mito fusion act: 0%; TSHR antagonist: -23; TCR activator: 8%; BCR signal inh: 1%; S-ASM inh: -2%; Tb PFK block: 1%; PTAP TSG101 blk: -1%; Integrin act MD: 0%; Eya2 inh: 11%

Results for CCCCC(OC(=O)c1ccco1)C(=O)NCc1ccc(C)cc1 (stereo not drawn) ?
A-T KAP1 phos: -3%; ELG1 DNA repair: -2%; Mito fusion act: -17%; TSHR antagonist: -2; TCR activator: 0%; BCR signal inh: 10%; S-ASM inh: -2%; Tb PFK block: -1%; PTAP TSG101 blk: -3%; Integrin act MD: -3%; Eya2 inh: -12%

Results for COc1ccc(C(=O)Nc2cc(=O)[nH]c3ncnn23)cc1 ?
A-T KAP1 phos: 6%; ELG1 DNA repair: 2%; Mito fusion act: -1%; TSHR antagonist: -10; TCR activator: 1%; BCR signal inh: 1%; S-ASM inh: 3%; Tb PFK block: 6%; PTAP TSG101 blk: 0%; Integrin act MD: inconclusive; Eya2 inh: 13%

Results for O=C(CSc1n[nH]c(-c2cccs2)n1)NCCc1ccccc1 ?
A-T KAP1 phos: 1%; ELG1 DNA repair: 13%; Mito fusion act: 4%; TSHR antagonist: 2; TCR activator: 5%; BCR signal inh: 0%; S-ASM inh: 4%; Tb PFK block: -5%; PTAP TSG101 blk: 0%; Integrin act MD: 15%; Eya2 inh: 2%

What do the screens show for `COc1ccc(/C=N\Nc2ncc(F)c(N3CCOCC3)n2)cc1OC`?
A-T KAP1 phos: -5%; ELG1 DNA repair: 18µM*; Mito fusion act: -3%; TSHR antagonist: 1; TCR activator: 3%; BCR signal inh: -3%; S-ASM inh: -2%; Tb PFK block: 0%; PTAP TSG101 blk: 0%; Integrin act MD: -23%; Eya2 inh: -4%

What do the screens show for `C=CCn1c(N)cc(=O)nc1SCC(=O)NC(C)c1ccccc1` (stereo not drawn)?
A-T KAP1 phos: -5%; ELG1 DNA repair: 0%; Mito fusion act: -2%; TSHR antagonist: 7; TCR activator: -3%; BCR signal inh: -8%; S-ASM inh: 6%; Tb PFK block: -4%; PTAP TSG101 blk: -16%; Integrin act MD: 24%; Eya2 inh: 8%

Results for CCOCCn1c(=NC(=O)c2cc3ccccc3oc2=O)sc2cc(S(N)(=O)=O)ccc21 ?
A-T KAP1 phos: 2%; ELG1 DNA repair: 10%; Mito fusion act: -2%; TSHR antagonist: -6; TCR activator: 12%[46.1 µM]; BCR signal inh: -4%; Tb PFK block: -3%; PTAP TSG101 blk: -6%; Integrin act MD: 7%; Eya2 inh: 7%

Results for Cn1cccc1CC(=O)N/N=C\c1cccs1 ?
A-T KAP1 phos: -1%; ELG1 DNA repair: 9%; Mito fusion act: -3%; TSHR antagonist: 23; TCR activator: 0%; BCR signal inh: -2%; S-ASM inh: 4%; Tb PFK block: 9%; PTAP TSG101 blk: -4%; Integrin act MD: -5%; Eya2 inh: 1%

Results for CCOC(=O)N1CCN(C(=O)c2ccc(OC)c(OC)c2)CC1 ?
A-T KAP1 phos: 7%; ELG1 DNA repair: -8%; Mito fusion act: -1%; TSHR antagonist: 5; TCR activator: 2%; BCR signal inh: -16%; S-ASM inh: 6%; Tb PFK block: -2%; PTAP TSG101 blk: -2%; Integrin act MD: 3%; Eya2 inh: 8%

How did CCOC(=O)N1CCN(CC(O)COC2CC(C)CC(C)(C)C2)CC1 (stereo not drawn) do in these assays?
A-T KAP1 phos: 2%; ELG1 DNA repair: inconclusive; Mito fusion act: 6%; TSHR antagonist: 9; TCR activator: 5%; BCR signal inh: inconclusive; S-ASM inh: 1%; Tb PFK block: -5%; PTAP TSG101 blk: 0%; Integrin act MD: 7%; Eya2 inh: -2%
